# Assay outcomes from PubChem BioAssay.
# DNA FID counter = compounds displacing fluorescent DNA intercalator, primary screen, artefact control for HCV NS3 helicase inhibitor project, biochemical, FID fluorescence; inhibition, % at 7.9 µM; AID 1845, 2009; DNA fluorescent intercalator displacement; 290,000 tested, 0.17% active; in the data active = inhibition above about 37%;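 note: 0% = vehicle and 100% = reference compound; higher means more ethidium bromide displaced from hairpin DNA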
# VIM-2 inhibitor = VIM-2 metallo-beta-lactamase inhibitors, primary screen, biochemical, epi-absorbance readout, Pseudomonas aeruginosa enzyme; 290,000 tested, 0.89% active; inhibition, % at 5.6 µM; purified VIM-2, nitrocefin hydrolysis, epi-absorbance fluorescence;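 active = inhibition above the mean of all tested compounds plus 3 SD, cutoff set per screening run, cut at about 7.5% in these data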;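 note: red hydrolysis product quenches plate fluorescence so inhibitors raise well fluorescence; 0% = enzyme with DMSO and 100% = DMSO without enzyme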
# NS3 helicase inh = inhibitors of HCV NS3 helicase, primary screen, biochemical, Cy5 molecular beacon fluorescence; AID 1800, 2009; NS3 helicase DNA unwinding; 290,000 tested, 0.56% active; inhibition, % at 10.9 µM;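 active = inhibition above the mean of all tested compounds plus 3 SD, set per campaign, cut at about 35% in these data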;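 note: 0% = DMSO wells and 100% = thioflavine S control wells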
#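 Measured by: Cy5 fluorescence, 0 and 60 min reads / Assay system: NS3 helicase fragment of HCV / Control set: low DMSO, high thioflavine S at 110 µM / Times: 1 h reaction at 25 °C, ATP-initiated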
# PfM18AAP inh = PfM18AAP inhibitors, malaria aminopeptidase, primary screen, biochemical, QFRET, recombinant enzyme; M18 aspartyl aminopeptidase (Plasmodium falciparum 3D7); H-Glu-NHMec fluorogenic cleavage; inhibition, % at 7.35 µM; 290,000 tested, 1.2% active; AID 1822, 2009;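 active = inhibition above the campaign mean inhibition over all tested compounds plus 3 SD, cut at about 28% in these data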;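 note: 0% = plate median of test compound wells and 100% = 2 mM ZnCl2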
# IDE inh = human IDE inhibitors in live cells, primary screen, fluorescence polarization, HEK cells, FAbetaB substrate; FAbetaB cleavage; inhibition, % at 5.59 µM; 320,000 tested, 0.41% active; AID 434962, 2010;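 active = percent inhibition above the average of all tested compounds plus 3 SD, set per screening campaign, cut at about 16% in these data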;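 note: IDE supplied by intact live HEK cells; FP after avidin binding of uncleaved biotin substrate so inhibition keeps polarization high; 0% = DMSO wells and 100% = 60 µM reference IDE inhibitor Ii1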
# pCIP destab = p/CIP-EGFP fusion destabilizers, primary screen, fluorescence, F442A cells. Q05BA5. 290,000 tested, 0.01% active. AID 1984, 2009. decrease of EGFP signal, % at 10 µM. 16 h;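 active = EGFP signal decrease of at least 30% at 10 µM or well 3 SD below plate mean, unless failing retest; inactive = the rest, including hits failing retest or dose response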; note: some compounds called inactive have numbers as strong as hits; many of its hits are not listed in these tables
# Target sequence (Q05BA5 1-1403): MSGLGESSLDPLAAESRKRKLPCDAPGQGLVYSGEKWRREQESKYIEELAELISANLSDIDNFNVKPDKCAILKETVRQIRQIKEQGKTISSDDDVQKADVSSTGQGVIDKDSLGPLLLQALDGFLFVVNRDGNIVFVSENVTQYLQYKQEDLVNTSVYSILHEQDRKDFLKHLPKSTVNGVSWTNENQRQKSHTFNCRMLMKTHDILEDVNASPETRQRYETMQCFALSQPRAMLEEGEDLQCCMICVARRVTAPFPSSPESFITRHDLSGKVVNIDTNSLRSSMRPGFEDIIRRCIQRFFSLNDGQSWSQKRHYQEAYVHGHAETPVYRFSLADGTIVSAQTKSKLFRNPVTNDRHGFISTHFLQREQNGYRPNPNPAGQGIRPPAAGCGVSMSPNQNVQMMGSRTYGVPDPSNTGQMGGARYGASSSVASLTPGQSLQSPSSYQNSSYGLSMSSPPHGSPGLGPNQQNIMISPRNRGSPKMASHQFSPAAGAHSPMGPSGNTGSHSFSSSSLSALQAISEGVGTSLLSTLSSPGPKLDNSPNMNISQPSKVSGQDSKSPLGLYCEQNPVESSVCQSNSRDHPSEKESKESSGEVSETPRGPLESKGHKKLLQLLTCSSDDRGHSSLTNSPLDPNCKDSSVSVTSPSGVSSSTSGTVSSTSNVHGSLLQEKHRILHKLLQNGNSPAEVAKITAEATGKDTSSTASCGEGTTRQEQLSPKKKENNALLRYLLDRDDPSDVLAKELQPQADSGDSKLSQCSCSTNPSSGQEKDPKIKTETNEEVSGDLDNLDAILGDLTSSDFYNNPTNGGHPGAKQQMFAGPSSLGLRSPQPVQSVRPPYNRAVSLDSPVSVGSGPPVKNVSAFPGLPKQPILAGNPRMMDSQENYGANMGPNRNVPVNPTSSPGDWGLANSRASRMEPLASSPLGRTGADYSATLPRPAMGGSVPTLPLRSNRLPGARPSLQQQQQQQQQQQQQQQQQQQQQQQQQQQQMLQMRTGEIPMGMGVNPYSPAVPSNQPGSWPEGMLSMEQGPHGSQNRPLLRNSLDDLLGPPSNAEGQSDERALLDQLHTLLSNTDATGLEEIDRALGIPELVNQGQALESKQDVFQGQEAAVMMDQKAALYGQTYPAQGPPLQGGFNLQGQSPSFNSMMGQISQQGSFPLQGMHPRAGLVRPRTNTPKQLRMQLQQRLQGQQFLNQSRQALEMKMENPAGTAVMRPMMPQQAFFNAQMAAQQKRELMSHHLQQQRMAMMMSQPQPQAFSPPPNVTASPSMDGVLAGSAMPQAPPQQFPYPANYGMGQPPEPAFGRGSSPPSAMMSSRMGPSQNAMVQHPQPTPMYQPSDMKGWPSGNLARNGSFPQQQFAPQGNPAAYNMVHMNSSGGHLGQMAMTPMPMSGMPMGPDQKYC
# UBC9 SUMO inh = inhibitors of in vitro SUMOylation cascade, primary screen, biochemical, HTRF, uHTS; SUMO-conjugating enzyme UBC9 (Homo sapiens), P63279; HTRF SUMOylation assay, SAE1/SAE2 + UBC9; inhibition, % at 35 µM; 290,000 tested, 0.36% active; AID 2006, 2009; in the data active = inhibition above about 50%, passing the limit was not always enough; note: strong numbers were not always called active
# IMP-1 inh = IMP-1 metallo-beta-lactamase inhibitors, primary screen, biochemical, epi-absorbance readout, Pseudomonas aeruginosa enzyme; metallo-beta-lactamase IMP-1 (Pseudomonas aeruginosa); purified IMP-1, nitrocefin hydrolysis, epi-absorbance fluorescence; inhibition, % at 5.6 µM; 290,000 tested, 0.45% active;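 active = inhibition above the mean plus 3 SD of all compounds in the same screening run, cut at about 4.5% in these data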;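 note: 0% = IMP-1 with DMSO and 100% = DMSO wells lacking enzyme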
#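 Material – recombinant IMP-1 enzyme, purified · Amount – IMP-1 0.2 nM before substrate addition · Medium – HEPES buffer pH 7.1 with ZnSO4 and Brij 35 · Timing – 25 °C, 15 min preincubation, 25 min reaction · Measured by – plate fluorescence quenching by hydrolysis product, ex 480/em 530 nm · Read-out – percent enzyme inhibition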
# IDE cell activ = human IDE activators in live cells, primary screen, fluorescence polarization, HEK cells, FAbeta-B substrate. Insulin-degrading enzyme (Homo sapiens), P14735. FAbeta-B cleavage; 0% vehicle, 100% cell-free pure enzyme wells. activation, % at 5.96 µM. AID 493087, 2011. 340,000 tested, 0.073% active;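 active = activation above the mean of all tested compounds plus 3 SD, set per screening campaign, cut at about 17% in these data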
# * hit, by the source's call; · = not tested or not shown.
# Sample of the layout (2 entries):
structure	UBC9 SUMO inh	IMP-1 inh	VIM-2 inhibitor	IDE cell activ	PfM18AAP inh	pCIP destab	IDE inh	NS3 helicase inh	DNA FID counter
CN(C)CCN1C(=O)C(=O)/C(=C(/O)c2ccccc2)C1c1ccccc1F (configuration not stated)	4	-1.8	-1.1	-1	-5	2	-4	-8	1
COc1ccc(CCNC(=O)CCC(=O)NC2CCCCC2)cc1OC	1	-3.1	-0.3	-2	6	-6	7	14	-19

# Results (from the top)
structure	UBC9 SUMO inh	IMP-1 inh	VIM-2 inhibitor	IDE cell activ	PfM18AAP inh	pCIP destab	IDE inh	NS3 helicase inh	DNA FID counter
CN(C)CCN1C(=O)C(=O)/C(=C(/O)c2ccccc2)C1c1ccccc1F (configuration not stated)	4	-1.8	-1.1	-1	-5	2	-4	-8	1
COc1ccc(CCNC(=O)CCC(=O)NC2CCCCC2)cc1OC	1	-3.1	-0.3	-2	6	-6	7	14	-19
Cc1ccc(-c2cc(=O)c3ccc(Cl)cc3[nH]2)cc1	8	-2.6	-0.2	6	-3	1	-2	3	3
CCNc1[nH]c(=O)n(C)c(=O)c1N=O	7	-1.8	0.6	-2	1	-1	-7	-2	0
CCOP(=O)(c1ccccc1)C(O)c1ccc([N+](=O)[O-])cc1 (configuration not stated)	25	-2.3	-2.8	4	4	-7	-1	-18	2
Cc1ccc(Cl)cc1N(CC(=O)NC1CCCC1)C(=O)c1csnn1	14	-1.0	-2.5	-2	2	-3	3	7	-17
Cc1ccc(N2CCN(C(=O)c3cn(CC4CCCCC4)nn3)C(C)C2)cc1 (configuration not stated)	-1	-2.5	-2.0	-1	7	-6	-1	-20	-29
O=C(CSc1nnc2c(n1)[nH]c1ccc(F)cc12)NC1CC1	14	-2.2	-2.2	-2	1	-4	6	-5	-4
Cc1ccc(S(=O)(=O)N2CCN(C(=O)CSc3nc4ccccc4c(=O)[nH]3)CC2)cc1	·	-2.2	-5.4	5	6	·	1	-7	-9
O=C(c1ccccc1)c1cccc(NC(=O)C2CC2)c1	17	-0.7	2.5	-3	0	0	10	2	-8
Cc1ccccc1C(=O)N=c1ccn(-c2nc3ccccc3nc2NS(=O)(=O)c2ccccc2)cc1	16	-1.9	-1.3	-2	-1	10	3	-3	-45
CCC1CCC(N2CCN(c3ccc(F)cc3)CC2)CC1 (configuration not stated)	-4	-1.3	0.2	5	-1	6	·	-3	7
CCCn1c(SCC(=O)NC(C)C)nc2sc3c(c2c1=O)CCC3	10	-0.3	1.1	-1	1	-34	-4	-5	-33
COc1ccc(CNC(=O)c2ccc(CN3CCOCC3)cc2)cc1	-3	-1.9	-2.6	4	3	3	0	11	-6
CCCCc1c(C)[nH]c(=S)[nH]c1=O	8	-1.0	-1.0	4	-2	11	-1	-9	-5
CCOC(=O)c1sc(-c2ccc(OC)cc2)cc1N	12	-4.1	0.9	1	6	-16	-1	-15	-2
CC(=O)N1CCc2cc(S(=O)(=O)NCCC(=O)NC3CCN(Cc4ccccc4)CC3)ccc21	16	-2.4	-2.7	1	-1	-2	0	8	10
COc1ccc(-n2nc(C(=O)NCC(=O)Nc3cc(Cl)c(OC)cc3OC)c3ccccc3c2=O)cc1	14	-2.0	-0.8	-3	4	-22	3	9	0
N#Cc1cc(-c2ccccc2)nc(Oc2ccccc2)n1	28	-0.4	-1.5	0	4	-20	2	-3	-5
O=S(=O)(c1ccc(-c2ccccc2)cc1)N1CCOCC1	16	-4.8	-1.6	5	-10	-9	0	-12	-10
CC(C)CC(=O)N1CCN(Cc2ccc3c(c2)OCO3)CC1	13	-2.2	-2.5	-1	-1	0	10	2	-3
COc1cc(NC(=O)[C@@H](NC(=O)N2CCn3c2nc2ccccc23)C(C)C)cc(OC)c1	-3	0.4	-0.1	2	-7	-7	5	-32	-29
CC1(C)C2CC=C(/C=N/n3cnnc3)C1C2 (configuration not stated)	26	-3.3	-2.0	-1	-17	1	3	5	-1
CCOC(=O)N1CCC(=NNC(=O)c2cc3ccccc3cc2O)CC1	37	-3.4	-0.9	2	4	0	-2	26	-11
COCCN1CC(C(=O)NCc2ncccc2C)CCC1=O (configuration not stated)	10	-3.0	-2.9	3	-14	-4	-2	4	-2
Cc1cc(C)c(S(=O)(=O)N2CCCC(C(=O)NC3CCCC3)C2)c(C)c1 (configuration not stated)	7	-3.9	-4.3	-1	-6	17	7	5	-39
O=C(CN(C1CCCCC1)S(=O)(=O)c1ccccc1)NCc1cccnc1	8	-2.0	-3.1	2	3	2	2	-1	-14
CCOC(=O)C1CCCN(Cc2ccccc2C)C1 (configuration not stated)	0	-2.2	-4.5	5	1	-13	5	-7	4
Cc1ccc(CNC(=O)C2CCC(=O)N(CC3CCCCC3)C2)o1 (configuration not stated)	9	-2.9	-2.7	2	0	-9	5	5	-28
O=C(Cc1ccccc1)N[C@@H](Cc1ccccc1)c1nc2ccccc2[nH]1	18	-0.9	-1.4	8	-5	-2	4	-1	-2
CCCC(CCC)C(=O)Nc1ccc2c(c1)N(C(=O)CCN1CCN(C)CC1)c1ccccc1CC2	10	-3.4	-3.3	8	4	5	0	-40	32
CCOc1ccc(-c2cc(CCCC(=O)NCCc3ccccc3)no2)cc1	15	1.2	-2.1	-6	-6	-6	2	-2	-13
CCSc1nnc(NC(=O)[C@@H](NC(=O)c2ccccc2F)C(C)C)s1	-20	0.3	0.8	9	-3	23	4	0	-41
CCN(CC#CCC1(O)c2ccccc2-c2ccccc21)CCO	8	-1.4	-3.9	3	4	1	1	0	-4
Cc1ccc(OCc2cc(C(=O)NC3CCOC3)no2)cc1C (configuration not stated)	-3	-3.1	-0.7	-1	0	12	-4	11	-8
CCCCNC(=O)c1ccc(CS(=O)(=O)Cc2ccccc2F)o1	0	-2.4	-0.6	0	-6	-3	11	1	-7
CCOc1ccc(CCNC(=O)CSc2nnnn2C)cc1OCC	-9	-0.5	-0.5	3	-1	-4	-3	-10	0
O=c1c2ccccc2nc(SCc2nnc(-c3ccccc3Br)o2)n1-c1ccccc1	4	-2.4	-3.5	-5	0	-4	1	8	-5
CCOc1c(Cl)cc(CNC(C)(C)CC(C)(C)C)cc1OC	-6	-4.2	-5.5	1	-24	-1	2	-2	15
CCn1c(COc2ccccc2C)nnc1SCC(=O)N1CCN(c2ccccc2)CC1	0	-2.7	0.8	-17	-6	-8	14	-9	-30
COc1ccc(-c2csc(NC(=S)NC(=O)c3ccco3)n2)cc1Br	31	-2.6	-3.8	6	1	-2	-3	2	-11
O=C(NCC1CCCO1)c1cc2cc(Cl)ccc2[nH]1 (configuration not stated)	12	-1.4	1.0	2	7	-8	0	6	-3
CCc1ccc(NC(=O)CS(=O)CC(=O)NCCCc2ccccc2)cc1 (configuration not stated)	-4	-2.1	-1.1	-3	-2	3	1	-9	-4
CCOC(=O)C1CCN(S(=O)(=O)c2ccc(Cl)nc2)CC1	4	0.1	-0.1	1	-6	-2	-3	-11	-4
Nc1cc(Cl)ccc1Nc1ccncc1	10	-1.2	-4.2	3	3	1	·	-4	-1
CCOC(=O)CCCC(=O)N1CCOCCOCCOCC1	2	0.0	0.2	6	-5	-4	4	2	-5
O=C(CC1NCCNC1=O)Nc1cc(Cl)cc(Cl)c1 (configuration not stated)	-3	-4.3	-2.8	-3	1	0	2	6	-3
CN(C)S(=O)(=O)N(CC(=O)Nc1ccccc1)c1ccccc1	7	-3.9	-2.6	-1	5	0	4	1	-2
Cc1ccn2cc(-c3cnoc3C)nc2c1	9	-0.5	0.4	9	1	6	4	-8	-14
CC(C)(C)N(Cc1cc2ccccc2[nH]c1=O)C(=O)C1CCCCC1	18	-0.5	-2.4	2	-5	-6	7	-17	-4

# New compounds follow.
structure	UBC9 SUMO inh	IMP-1 inh	VIM-2 inhibitor	IDE cell activ	PfM18AAP inh	pCIP destab	IDE inh	NS3 helicase inh	DNA FID counter
CC(NS(C)(=O)=O)C(c1cccs1)N1CCN(C)CC1 (configuration not stated)	23	-2.8	-0.1	6	4	-2	2	5	-4
CCC(NC(=O)NCc1ccc2c(c1)OCO2)(C(F)(F)F)C(F)(F)F	-3	0.9	-1.4	-4	5	1	-1	-2	-5
CC(=Nc1ccccc1)C1=C(O)COC1=O	18	-0.2	-3.1	4	-7	-2	-3	-2	-5
Cc1ccc(S(=O)(=O)N(C)C)cc1-n1c(SCC(=O)Nc2ccc(F)cc2Cl)nc2ccccc2c1=O	-4	-5.4	-1.2	4	0	-29	0	23	-23
CC(C)(CN1CCN(C(c2ccccc2)c2ccccc2)CC1)NS(=O)(=O)c1ccccc1	-7	-4.0	-2.6	-1	-3	0	-2	-35	11
O=C(N/N=C/c1ccc(-c2ccc(Br)cc2)o1)c1ccc2c(c1)OCO2	42	-2.5	-1.8	-8	-4	-11	16	1	-1
c1ccc(-c2cc(-c3nc(-c4ccccn4)no3)c3ccccc3n2)cc1	·	-4.9	-1.4	7	-2	·	4	2	-6
O=C(CC(c1ccccc1)c1ccccc1)Nc1ccc(O)cc1	7	-1.1	-1.0	-7	-3	-1	0	-6	-4
O=C(O)CCn1nnc(-c2cccs2)n1	-22	-1.9	-3.0	5	-5	7	0	-10	3
CCOc1cc(C2CC(=O)NC(SCC)=C2C#N)ccc1O (configuration not stated)	-11	-6.1	-2.2	4	3	2	-1	1	-2
CN1CCN(C(c2cccnc2)c2ccc3cccnc3c2O)CC1 (configuration not stated)	-56	-1.9	-1.7	-1	-1	-29	4	-5	-10
Cc1cc2c(cc1C)CSC(c1ccc(O)cc1)SC2	23	-2.4	-1.8	8	-3	-24	0	11	-7
COc1cccc(/C=N/N2CCN(C3c4ccccc4-c4ccccc43)CC2)c1O	-3	-3.4	-3.3	5	1	-5	4	-13	-17
COc1ccc(-c2ccc3nnc(SCC(N)=O)n3n2)cc1	26	-2.6	-0.4	5	-4	16	0	0	-14
O=C(NCCc1ccccc1)c1ccc(Cl)c([N+](=O)[O-])c1	-14	-2.5	-1.4	4	-1	0	-3	-2	6
Cc1ccc(-c2n[nH]c(=S)nc2-c2ccc(C)cc2)cc1	10	-3.1	-2.0	0	-9	-6	3	-16	-13
CC(=O)c1ccc(-n2cc(C#N)c(=O)[nH]c2=O)cc1	2	-0.2	-1.0	1	-6	1	2	-4	-2
CCOC(=O)c1c(-c2ccccc2)csc1NC(=O)/C(C#N)=C/c1ccc(OC)c(OC)c1	36	-1.9	-3.8	7	-5	8	0	20	-3

# Hits appear at their usual frequency, and some 3.6% of all compounds hit somewhere here.
